V-ATPase pH: regulators of yeast V-ATPase proton transport; S. cerevisiae, pHLuorin cytosolic pH fluorescence; response, % at 10 µM; 350,000 tested, 0.37% active; AID 504577; in the data active means response mostly above about 7.3%, no sharp cut-off; inactive means mostly below about 5.4%; further: actives read high; inactives centre near 0; some compounds called inactive have numbers as strong as hits; reference of the scale not given here
PKA-R2B activ: PKA-R2B complex activation; activation, % at 11.4 µM; 340,000 tested, 0.079% active; P22694+P31323; PKA-R2B holoenzyme dissociation, Cy5-IP20 fluorescence polarization; R2B truncated from residue 108, S112A mutant; 0% DMSO only, 100% 113 µM cGMP; AID 504700;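 active means activation above a cutoff set at the mean over all compounds plus 3 SD, cut at about 18% in these data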;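 further: higher means more holoenzyme dissociation and a rise in polarization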
DSG3 Ab inh: inhibitors of pemphigus antibody binding to human desmoglein-3; DSG3-coupled beads, scFv-anti-DSG3-GFP binding, flow cytometry; stronger effect = lower value; AID 588358; binding (percent of control), % at 10 µM; 310,000 tested, 0.48% active;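 active means binding more than 3 SD below its plate's average and above zero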;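 further: hits lower antibody fragment binding to DSG3; some compounds called inactive have numbers as strong as hits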
MOR-DOR ag: OPRM1-OPRD1 heterodimerization agonism; AID 504326; cells, luminescence; activation, % at 9.3 µM; 340,000 tested, 0.3% active; in the data active means activation above about 18%;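 further: 0% = vehicle-treated cells and 100% = reference agonist; values of inactives mirror those of a sister screen read the other way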
Target sequence (P35372 whole entry, looked up): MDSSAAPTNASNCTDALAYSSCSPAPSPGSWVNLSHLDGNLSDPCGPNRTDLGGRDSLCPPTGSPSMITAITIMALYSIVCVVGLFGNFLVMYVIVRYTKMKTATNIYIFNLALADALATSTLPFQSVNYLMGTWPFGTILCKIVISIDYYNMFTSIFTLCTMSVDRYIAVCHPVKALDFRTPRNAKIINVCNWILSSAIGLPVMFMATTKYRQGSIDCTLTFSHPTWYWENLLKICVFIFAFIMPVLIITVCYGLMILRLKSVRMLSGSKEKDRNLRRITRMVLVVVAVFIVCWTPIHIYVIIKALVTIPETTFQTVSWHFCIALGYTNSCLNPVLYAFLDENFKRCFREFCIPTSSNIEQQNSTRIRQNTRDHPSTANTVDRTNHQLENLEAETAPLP
Target sequence (P41143 whole entry, looked up): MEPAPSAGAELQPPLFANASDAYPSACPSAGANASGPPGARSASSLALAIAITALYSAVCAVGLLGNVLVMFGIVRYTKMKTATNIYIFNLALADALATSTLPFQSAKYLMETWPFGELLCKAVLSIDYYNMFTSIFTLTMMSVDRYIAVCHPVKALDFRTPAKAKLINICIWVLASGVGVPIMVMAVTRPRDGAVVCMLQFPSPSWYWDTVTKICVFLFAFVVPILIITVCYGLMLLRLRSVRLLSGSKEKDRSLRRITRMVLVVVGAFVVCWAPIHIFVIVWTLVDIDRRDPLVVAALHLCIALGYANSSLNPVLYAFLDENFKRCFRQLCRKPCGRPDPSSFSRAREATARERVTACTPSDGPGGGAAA
DAGLB inh: blocks human DAGLB lipase activity; Q8NCG7; HEK293T DAGLB membrane lysate, EnzChek fluorogenic substrate; inhibition, % at 5.17 µM; 340,000 tested, 0.059% active; in the data active means inhibition above about 34%;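 further: 0% = enzyme with vehicle and 100% = wells lacking enzyme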
MOR-DOR inv ag: inverse agonist of human OPRM1-OPRD1 heterodimerization; inhibition, % at 9.3 µM; P35372+P41143; 340,000 tested, 0.21% active; cell-based MOR-DOR heterodimer luminescence, inverse agonism; in the data active means inhibition above about 22%, passing the limit was not always enough;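 further: 0% = cells with DMSO and 100% = wells without cells with DMSO; values of inactives mirror those of a sister screen read the other way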
HTR5A inv ag: counter-screen for OPRM1-OPRD1 inverse agonists: human HTR5A inverse agonism; HTR5A cell line, luminescence; inhibition, % at 9.3 µM; P47898; 340,000 tested, 0.083% active; AID 504634; in the data active means inhibition mostly above about 23%, no sharp cut-off; inactive means mostly below about 18%;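 further: 0% = cells with DMSO and 100% = no-cell wells with DMSO; some compounds called inactive have numbers as strong as hits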
Arr AP2 block: blocks beta-arrestin peptide binding to AP2 adaptin; FITC-arrestin peptide / GST-AP2 beads, flow cytometry; AP2 beta2 appendage carries R879A mutation; inhibition, % at 10 µM; 340,000 tested, 0.31% active;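 active means inhibition above a set limit, near 3 SD of compounds lacking own fluorescence, cut at about 54% in these data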;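 further: plate controls were DMSO wells for no effect and 5 µM unlabelled arrestin peptide for full effect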
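system = GST-tagged AP2 beta2-adaptin appendage (R879A) on 4 µm glutathione beads | reagent = FITC-labelled arrestin peptide probe, 50 nM final | schedule = compound with beads 12 min RT, then probe 1 h RT | signal = HyperCyt-sampled flow cytometry, FL1 channel, ex 488/em 535 nm | read-out = percent response from loss of bead-bound FITC fluorescence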
HTR5A ag ctr: counter-screen for OPRM1-OPRD1 agonists: human HTR5A agonism; HTR5A agonist assay, luminescence, cell-based; 340,000 tested, 0.61% active; activation, % at 9.3 µM; in the data active means activation mostly above about 9.5%, no sharp cut-off; inactive means mostly below about 7.6%;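 further: 0% = cells with vehicle only and 100% = reference agonist; strong numbers were not always called active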
PKA-R1A act: activators of PKA-R1A complex | activation, % at 11.4 µM | 340,000 tested, 0.083% active | PKA-R1A dissociation, Cy5-IP20 fluorescence polarization; scaled: DMSO 0%, 113 µM cGMP 100% | P00514+P68181 | AID 504707;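 active means percent activation above the mean of all tested compounds plus 3 SD, cut at about 19% in these data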;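 further: higher means more PKAc released from R1A so a rise in polarization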
Numbers without * were called inactive; . = not tested or not shown.

SMILES	V-ATPase pH	PKA-R2B activ	DSG3 Ab inh	MOR-DOR ag	DAGLB inh	MOR-DOR inv ag	HTR5A inv ag	Arr AP2 block	HTR5A ag ctr	PKA-R1A act
O=C(ONC1=NCCCCC1)c1c(F)cccc1F	-3.3	-14.8	98.2	3.0	-0.3	-16.1	-27.2	-1.2	5.2	-0.1
COc1ccc(N2CCN(S(=O)(=O)c3ccc4c(c3)N(C(C)=O)CCO4)CC2)cc1	-0.6	11.6	102.6	-1.5	3.3	7.6	-1.1	-3.9	-4.2	3.1
CCn1c(=O)c2cc(C(=O)NCCOC)sc2c2ccccc21	-1.0	10.4	97.7	-1.8	-3.6	7.9	-6.6	30.8	1.8	-11.7
CCOC(=O)c1c(C)[nH]c(C(=O)NNC(=O)c2ccccc2)c1C	2.4	-0.3	101.9	-1.8	1.0	9.4	6.2	29.1	-1.9	-4.6
C#CCNC(=O)C1=C[C@H](c2coc3ccccc3c2=O)C[C@H](OCCCCO)O1	7.0	4.0	100.3	0.1	1.3	-0.6	-26.9	-11.0	-2.9	5.5
CCC(=O)Nc1c(-c2ccc(C)cc2)c(=O)c2ccccc2n1C	-2.6	3.0	96.5	-2.4	0.2	11.1	-8.6	2.3	2.2	2.6
Cc1ccc(OCC(=O)NNC(=O)CCC(=O)NCc2ccccc2)cc1	2.6	-11.2	103.0	0.5	-0.5	-2.4	3.1	-9.4	1.0	-1.1
C/C(=N\NC(=O)c1ccccc1F)c1ccc(C#N)cc1	-0.1	-7.4	98.2	-1.6	-2.5	8.3	3.9	-9.0	-2.9	2.3
O=S(CC(O)c1ccccc1)c1ccccc1 (stereo unspecified)	-1.8	-7.0	109.0	.	-0.5	.	.	.	.	6.5
CC(C)c1nnc(NC(=O)CCC2CCCCC2)s1	-0.9	12.4	115.2	3.2	-0.3	-15.6	-5.2	-3.1	1.5	0.3
COc1ccccc1C(=O)NNC(=O)c1ccc(Br)cc1	1.4	-1.1	112.1	-0.8	0.5	4.3	-20.4	7.4	-7.0	-8.7
Cc1ccc(C(=O)Nc2ccc(S(=O)(=O)NC3=NCCCCC3)cc2)c(C)c1	4.4	0.4	101.5	-1.6	0.8	10.3	-2.3	-11.8	6.2	3.1
O=[N+]([O-])c1cccc(CNCc2ccccc2)c1	-4.6	-3.6	123.8	0.6	-0.4	-3.1	2.1	-1.6	-4.4	-10.2
C=C(C)Cn1c(CCNC(=O)CCC)nc2ccccc21	1.0	-17.2	.	-0.4	3.4	2.3	-2.2	21.7	0.4	6.2
COCC[N+]1(C)CCCCC1	0.6	-4.3	99.2	-2.9	0.6	15.3	-11.9	-0.8	6.4	-8.6
O=C(c1ccc2[nH]c(=O)c(=O)[nH]c2c1)N1CCc2ccccc21	0.5	-0.7	94.2	-0.8	1.6	4.1	8.5	5.4	1.9	-2.2
COc1ccc(NC(=O)C2CCCN2S(=O)(=O)c2ccc(C)cc2)cc1 (stereo unspecified)	-5.4	-4.4	94.8	-1.5	0.5	8.4	-10.0	35.9	1.3	1.4
N#Cc1ccsc1NC(=O)C1=COCCO1	1.2	7.4	100.6	-2.7	-1.1	10.6	3.1	-9.3	-1.2	3.9
C=CCOc1ccc(/C=N\NC(N)=S)cc1	-1.2	-9.1	110.2	0.4	2.6	-3.0	8.2	-3.2	-1.3	12.4
CC(C)(C)OC(=O)C[C@H]1C/C=C\C[C@H](CC(=O)N[C@H](CO)Cc2ccccc2)C(=O)N2CCC[C@H]2COC1=O	-2.4	-0.7	97.9	-3.6	-1.6	16.7	-15.1	13.1	4.1	-7.6
COc1ccc(NC(=O)C2CC(=O)N(Cc3ccco3)C2)cc1Cl (stereo unspecified)	-1.7	-2.7	.	-1.6	0.3	6.3	2.0	-6.9	-0.8	6.4
CC(C)CN(C(=O)Cn1nnc(-c2ccc(F)cc2)n1)C1CCS(=O)(=O)C1 (stereo unspecified)	2.5	1.3	94.7	1.8	1.3	-11.9	5.7	-0.6	-2.2	-5.7
COC(=O)C1=C(CSc2nccn2C)NC(=O)NC1c1cc(C)ccc1C (stereo unspecified)	-2.4	-5.1	102.6	-1.3	-0.3	7.4	-6.1	-2.5	-0.6	-4.1
O=C1/C(=C/c2ccccc2)N=C(N2CCOCC2)N1c1cccc(Cl)c1	2.3	0.0	123.9	-1.2	-1.6	6.5	33.2*	9.6	2.1	-10.8
Cc1cc(-c2nnc(-c3cccc(C(F)(F)F)c3)o2)no1	-1.9	-5.6	106.8	-2.2	-4.6	11.3	-14.2	-6.4	-2.5	8.7

Some of these compounds in order of their number in DAGLB inh, smallest number first.
canonical_smiles | DAGLB inh
O=S(CC(O)c1ccccc1)c1ccccc1 (stereo unspecified) | -0.5
O=[N+]([O-])c1cccc(CNCc2ccccc2)c1 | -0.4
CC(C)c1nnc(NC(=O)CCC2CCCCC2)s1 | -0.3

(next part)
SMILES	V-ATPase pH	PKA-R2B activ	DSG3 Ab inh	MOR-DOR ag	DAGLB inh	MOR-DOR inv ag	HTR5A inv ag	Arr AP2 block	HTR5A ag ctr	PKA-R1A act
CCC(C)NC(=O)Cn1cnc2sc(C)cc2c1=O (stereo unspecified)	0.6	9.7	100.8	-0.3	-7.1	1.1	-6.2	-3.2	2.3	3.8
CCOc1cc(N2CCOCC2)c(OCC)cc1NC(=O)CSc1cccc[n+]1[O-]	-1.3	5.8	97.1	0.3	1.2	-2.0	-22.4	2.5	-1.2	1.4
COc1ccc([N+](=O)[O-])cc1NC(=O)Cc1ccccc1Cl	-1.1	-4.1	98.7	0.1	1.6	-0.6	4.6	2.2	2.4	3.1
NNC(=O)C1CCN(S(=O)(=O)c2ccc(Cl)cc2)CC1	-0.2	1.1	108.8	-0.8	-0.2	4.1	10.8	1.7	0.3	-0.9
CC(C)C(=O)Nc1ccc([N+](=O)[O-])cc1Br	-0.6	4.8	.	0.9	3.4	-4.8	7.3	-1.1	-5.2	-1.2
c1ccc(Oc2nc(Oc3ccccc3)nc(N3CCOCC3)n2)cc1	0.3	-10.8	115.1	-1.5	-6.2	6.4	0.3	-7.0	-1.4	-20.1
CSc1nsc(SC)c1C(=O)NCCNS(=O)(=O)c1ccc(C)cc1	-4.5	-1.8	107.6	-3.9	-0.3	20.9	3.4	-3.0	-0.9	-6.2
O=S(=O)(Nc1nc2ccccc2s1)c1ccc(Br)s1	4.1	-2.0	109.5	0.7	12.6	-4.4	-24.0	17.6	9.1	2.4
O=C(COC(=O)c1ccc2ccccc2c1O)NCc1ccccc1	-7.0	-7.9	.	4.1	-7.8	-17.0	-13.6	-5.5	4.9	-3.6
COc1ccc(C)cc1NC(=O)Nc1cnccn1	3.3	0.0	90.3	-0.1	1.7	0.5	9.4	-9.3	-3.8	1.9
CCCN1C(=O)C(O)(C2COC(C)(C)CC2=O)c2ccccc21 (stereo unspecified)	-0.8	-5.5	102.2	-0.6	0.3	2.9	0.7	-27.7	-0.3	-0.8
CC(NC(=O)c1cccc(S(=O)(=O)N2CCc3ccccc32)c1)c1ccco1 (stereo unspecified)	0.7	0.6	97.6	-1.6	-2.5	6.5	-1.6	20.1	0.7	8.2
COc1cc2c(c(OC)c1OC)-c1c(cc3c(c1OC)OCO3)C[C@H](C)[C@@](C)(O)C2	-1.5	-0.2	100.7	-0.4	1.3	2.3	10.9	5.4	-3.1	-3.9
CNS(=O)(=O)c1cccc(C(=O)OCCCOC(=O)c2cccc(S(=O)(=O)NC)c2)c1	4.7	-1.9	.	-1.1	-0.6	5.9	-5.3	-3.8	3.0	-0.3
COc1ccc(S(=O)(=O)NN(C)C)cc1N(C)S(=O)(=O)c1ccc(Cl)cc1	2.3	1.4	89.9	-2.0	1.9	10.8	10.5	-4.1	-0.1	4.7
COc1ccc(CCNC(=O)c2ccc(NS(=O)(=O)c3ccc4[nH]c(=O)[nH]c4c3)cc2)cc1OC	-0.5	6.5	106.5	-2.2	-2.4	9.1	-20.7	30.3	8.1	0.8
O=C1NCCN/C1=C\C(=O)c1cccc(Br)c1	-3.7	1.2	122.3	-0.7	-6.0	3.9	-1.8	4.1	1.7	4.9
COc1ccc(/C=N/OCc2nc3c4c(ncn3n2)Oc2ccc3ccccc3c2C4c2ccccc2)cc1 (stereo unspecified)	0.1	-5.0	81.2	-1.8	1.7	9.1	5.8	-0.6	-3.6	1.5
CCOC(=O)C1=C(C)NC2=C(C(=O)OC2)C1c1ccccc1 (stereo unspecified)	1.3	-3.1	106.1	-0.6	-1.0	3.2	23.5	-9.3	0.5	-1.8
O=C(CSc1nc(C2CC2)nc2ccccc12)N1CCCCC1	-1.2	-2.5	108.2	1.8	-1.9	-10.1	-0.7	-0.7	0.3	-17.8
CCCN(CCC)CC(O)Cn1cc(/C=C/C(=O)c2cccs2)c2ccccc21 (stereo unspecified)	-1.0	-7.7	111.5	5.2	-4.5	-31.5	-8.3	-7.3	3.1	6.5
Cc1nc(SCC(=O)Nc2cccnc2Cl)nc(C)c1C	-0.1	1.4	89.0	-2.6	-5.6	12.2	-3.0	29.4	1.1	0.1
Cc1ccc([C@H]2C[C@H](O)[C@@H](n3cc(C4CC4)nn3)CN2C(=O)C2CCCCC2)cc1	1.8	3.7	98.8	.	-3.0	.	.	.	.	-3.8
O=C(NNc1nc(-c2ccccc2)cs1)c1ccco1	-2.9	-8.8	101.8	-0.3	1.2	1.5	-11.0	-4.7	-3.9	6.5
ON1C(c2ccccc2)CC2(O)c3nonc3CCC12 (stereo unspecified)	-8.0	-14.6	105.6	-1.7	-0.1	10.1	-16.7	3.1	-2.0	-4.5
The list goes on.
SMILES	V-ATPase pH	PKA-R2B activ	DSG3 Ab inh	MOR-DOR ag	DAGLB inh	MOR-DOR inv ag	HTR5A inv ag	Arr AP2 block	HTR5A ag ctr	PKA-R1A act
COc1cccc(NC(=O)COC(=O)CCn2c(C)csc2=O)c1	-1.4	-0.2	109.1	-0.5	-0.1	2.9	-5.1	-20.0	1.7	0.7
Cc1cccc(-c2noc(CNC(=O)Nc3ccc(F)cc3)n2)c1	0.0	-4.0	100.5	-0.7	-7.4	3.8	8.0	20.2	-3.1	-4.8
Cc1cccc(OCCOc2ccccc2C=C(C#N)C#N)c1	-2.2	-2.4	97.5	2.7	-2.9	-13.5	1.0	1.9	-1.7	0.3
COc1ccc(/C=C/C(=O)NCc2cccnc2)cc1	0.5	-4.5	100.0	-2.3	0.1	12.7	12.8	-5.8	4.2	-9.1
O=C(CC1C(=O)NCCN1Cc1ccccc1)NCCC1=CCCCC1 (stereo unspecified)	1.8	-0.1	100.1	-3.1	2.0	15.4	-23.9	8.2	-0.5	-12.9
O=C(NC1CCCCC1)c1ccc(-c2ccccc2F)o1	-5.5	-5.1	127.1	0.6	-5.0	-2.9	-4.8	50.5	1.2	7.2
Cc1ccc(OCCC(=O)N(Cc2ccccc2)c2c(N)n(Cc3ccccc3)c(=O)[nH]c2=O)cc1	-1.6	-5.0	115.3	-1.6	10.2	8.9	5.6	11.0	-2.2	-4.7
